LMNA splice mod = qHTS Assay for Modulators of Lamin A Splicing; HeLa LMNA splicing GFP/RFP minigene ratio, 48 h; AID 1487, 2009; actives 0.01% (n = 200,000); Potency, µM (titrated, usually from 46.1 µM), for the others: at the top dose ratio change, negative = inhibition, hits mostly inhibitors; active means well fitted inhibition curve with a large enough effect in the signal ratio, with a control signal flat, not every such curve was filed as active; inconclusive means small, poorly fitted or top-dose-only effect, or effect the other way, or a change in a side signal; the % refers to the signal ratio; further: potency means the concentration at half of the fitted maximal effect; on the % scale 0 is the no-effect control and ±100 the full control effect
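Read-out is the ratio of GFP to DsRed2 object intensity, acquired by 488 nm laser-scanning cytometry on HeLa lamin A-EGFP minigene reporter cells. Compound incubation 48 hrs at 37 °C in Opti-MEM with 2% FBS; DMSO 0.5% final.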
HttQ103 aggreg = qHTS Multiplex Assay to Identify Dual Action Probes in a Cell Model of Huntington: Aggregate Formation (GFP); Potency, µM (highest dose often 46.1 µM), inactives show at the top dose activity change, negative = inhibition, hits mostly inhibitors; actives 1.1% (n = 220,000); AID 1688, 2009; PC12 HttQ103-GFP aggregates, Acumen cytometry, 40 h; further: potency means the concentration at half of the fitted maximal effect; on the % scale 0 is the no-effect control and ±100 the full control effect; nearly all actives have a fitted effect of over 60% in size
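Huntingtin Q103 exon 1–GFP aggregates in induced PC12 cells (100 nM tebufenozide) were quantified by cytometry from lysates, with compounds dosed in titration.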
KinaseGlo FLuc = Counterscreen for Luciferase (Kinase-Glo TM) Inhibition; AID 1379, 2008; Kinase-Glo luciferase, ATP luminescence, 8 min; actives 0.28% (n = 200,000); Luciferin 4-monooxygenase (Photuris pensylvanica), Q27757; Potency, µM (doses to about 38.3 µM), inactives show at the highest dose activity change, negative = inhibition, most hits filed as inhibitors; further: potency means the concentration at half of the fitted maximal effect; on the % scale 0 is the no-effect control and ±100 the full control effect; nearly all actives have a fitted effect of over 60% in size
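Luminescence was the read-out, taken after 8-minute incubation at ambient temperature. Luciferase turned over luciferin with 10 uM ATP in imidazole pH 7.2 buffer containing KCl, MgCl2, Tween 20 and BSA.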
IMPase Li cell = qHTS Assay for Identifying the Cell-Membrane Permeable IMPase Inhibitors: Potentiation with Lithium | CHO-M1 cells, IP1 TR-FRET (IP-One), carbachol + lithium | Potency, µM (highest dose often 59.4 µM), for inactives: at the top dose activity, negative = IMPase inhibition, hits mostly inhibitors | actives 0.35% (n = 210,000);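 further: IP1 builds up when IMPase is blocked and the TR-FRET signal falls; potency means the concentration at half of the fitted maximal effect; plate controls were basal vehicle for no effect and high inhibitor control for full effect; nearly all actives have a fitted effect of over 50% in size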
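CHO cells stably expressing M1 receptor (2000/well) were cultured 16–30 h, then exposed to compounds with a small lithium addition for 30 min at 37C. IP1 was measured by TR-FRET competition; AC50 from Hill fits.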
CBFb-RUNX1 inh = qHTS Assay for Compounds Blocking the Interaction Between CBF-beta and RUNX1 for the Treatment of Acute Myeloid Leukemia. Runt-related transcription factor 1 (Homo sapiens) + Core-binding factor subunit beta …. AlphaScreen CBFb-His/RUNX1-biotin binding, biochemical. Potency, µM (highest dose often 59.8 µM), for the others: top-dose activity, negative = inhibition, actives largely listed as inhibitors. 230,000 tested, under 10 active. AID 1477, 2009; further: % of control where 0% means no effect
Target sequence (Q01196 whole entry, looked up): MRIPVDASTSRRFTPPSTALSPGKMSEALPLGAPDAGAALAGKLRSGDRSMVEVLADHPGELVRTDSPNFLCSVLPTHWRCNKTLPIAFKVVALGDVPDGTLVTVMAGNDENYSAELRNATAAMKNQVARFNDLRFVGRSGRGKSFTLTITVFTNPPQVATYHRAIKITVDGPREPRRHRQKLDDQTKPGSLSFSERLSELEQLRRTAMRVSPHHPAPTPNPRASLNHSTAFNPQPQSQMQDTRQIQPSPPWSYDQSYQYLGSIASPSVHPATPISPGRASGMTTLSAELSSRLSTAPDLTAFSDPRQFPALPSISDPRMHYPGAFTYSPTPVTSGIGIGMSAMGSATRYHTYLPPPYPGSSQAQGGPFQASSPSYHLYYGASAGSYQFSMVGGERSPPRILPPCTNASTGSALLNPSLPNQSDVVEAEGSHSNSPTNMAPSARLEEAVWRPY
Target sequence (Q13951 whole entry, looked up): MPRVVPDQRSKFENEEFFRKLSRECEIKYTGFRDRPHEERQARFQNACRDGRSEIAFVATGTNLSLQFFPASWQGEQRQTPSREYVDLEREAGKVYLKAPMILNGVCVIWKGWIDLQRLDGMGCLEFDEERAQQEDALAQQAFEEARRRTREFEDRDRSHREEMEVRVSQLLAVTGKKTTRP
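AlphaScreen binding: CBFb-His and RUNX1-biotin (30 nM each) preincubated 20 min, compound added for 15 min, then nickel and streptavidin beads for 90 min, all at room temperature. Disruption of the interaction by any mechanism counts as activity.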
Epigenetic reg = Quantitative High-Throughput Screen for Regulators of Epigenetic Control; AID 1865, 2009; Potency, µM (titrated, usually from 53.9 µM), inactives show at the highest dose GFP activation, actives largely listed as activators; actives 0.2% (n = 280,000); murine LDR cells, GFP reporter derepression, 30 h; further: potency means the concentration at half of the fitted maximal effect; % of control where 0% means no effect; nearly all actives have a fitted effect of over 60% in size
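Reporter derepression read as number of fluorescent GFP-positive objects, 20-120 um in size, counted by laser-scanning cytometer. Mouse LDR line with an epigenetically silenced CMV-GFP locus; compound incubation 30 h, 37 C.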
NPSR antagonist = qHTS Assay for Antagonists of the Neuropeptide S Receptor: cAMP Signal Transduction; Q6W5P4; CHO-NPSR cells, cAMP TR-FRET, antagonist mode; Potency, µM (series often up to 38.3 µM), inactives show top-dose activity change, negative = inhibition, actives largely listed as inhibitors; actives 1% (n = 220,000); AID 1461, 2008; further: potency means the concentration at half of the fitted maximal effect; on the % scale 0 is the no-effect control and ±100 the full control effect; nearly all actives have a fitted effect of over 50% in size; many of its hits are not listed in these tables
Target sequence (Q6W5P4 whole entry, looked up): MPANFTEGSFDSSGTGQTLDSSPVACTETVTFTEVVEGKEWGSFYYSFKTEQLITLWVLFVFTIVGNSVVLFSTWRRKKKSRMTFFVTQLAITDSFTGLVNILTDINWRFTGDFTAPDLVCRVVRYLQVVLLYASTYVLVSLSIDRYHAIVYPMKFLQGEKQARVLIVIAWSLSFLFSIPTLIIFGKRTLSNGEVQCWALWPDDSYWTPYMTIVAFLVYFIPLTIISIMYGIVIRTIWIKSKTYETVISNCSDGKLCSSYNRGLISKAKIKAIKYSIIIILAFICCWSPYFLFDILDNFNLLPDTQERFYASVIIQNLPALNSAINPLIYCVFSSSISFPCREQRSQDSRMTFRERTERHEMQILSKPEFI
* marks the source's active call; other numbers are inactive results; ? = inconclusive; nt = no result given; [ ] = remark or other dose. Unless noted, the call rests on the fitted dose curve; in most records, active means well fitted curve in the direction sought with a large enough effect; inconclusive means small, poorly fitted or top-dose-only effect, or another doubt; inactive means no such curve, though single readings can be large; an effect the other way counts as inactive or inconclusive. Not all compounds are listed; count on the stated rates, not on these rows.

Results follow in this order: LMNA splice mod | HttQ103 aggreg | KinaseGlo FLuc | IMPase Li cell | CBFb-RUNX1 inh | Epigenetic reg | NPSR antagonist
> Cc1cccc(OCCNC(=O)c2ccc(Oc3ccc(C(F)(F)F)cc3[N+](=O)[O-])cc2)c1
    -18% | -27% | -4% | 26%[38.3 µM] | -14% | 1.1% | -9%[46.1 µM]
> CCOC(=O)C(=O)Nc1nnc(COc2ccccc2)s1
    -5%[46 µM] | -10%[9.22 µM] | 0% | -6% | 3% | 0.9% | 5%
> CCCNC(=O)CCn1nc(-c2ccc(Cl)cc2)c2ccccc2c1=O
    nt | 21%[9.22 µM] | nt | nt | 5% | -1.0% | -26%
> CCN(CC)CC#CCC(O)(c1ccccc1)c1ccccc1
    nt | 2%[9.22 µM] | 0% | 33%[activator] | 11% | 2.1% | -4%
> C=CCC1c2cccc(C(=O)O)c2C(=O)N1c1cccc(C)c1 (configuration not stated)
    -4% | 23% | 14% | -10%[38.3 µM] | 5% | -2.6% | -6%[46.1 µM]
> COc1cccc(N2CCN(CC(=O)C34CC5CC(CC(C5)C3)C4)CC2)c1
    1% | 0%[9.22 µM] | -2% | 2%[38.3 µM] | -4% | -7.6% | -7%[46.1 µM]
> O=S(=O)(Cc1ccc(Cl)cc1)c1ccccc1-c1nnc(-c2ccccc2)o1
    -4% | 23% | 2% | 19%[38.3 µM] | 11% | 1.5% | -13%[46.1 µM]
> Cc1cc(C(=O)N2CCOCC2)ccc1[N+](=O)[O-]
    -3%[46 µM] | -1%[9.22 µM] | -3% | -1% | -1% | 0.0% | -7%
> COc1ccc(OC)c(N=c2oc3c(OC)cccc3cc2C(=O)NCc2ccco2)c1
    -1% | 9% | 2% | 0%[38.3 µM] | -2% | -2.8% | 1%[46.1 µM]
> O=C(NCc1cccnc1)C(=O)Nc1nc(C23CC4CC(CC(C4)C2)C3)cs1
    nt | -18%[9.22 µM] | nt | nt | 4% | 1.1% | -17%
> COC(=O)c1cc(NC(=O)C2COc3ccccc3O2)ccc1Cl (configuration not stated)
    -7% | 13% | -2% | 19%[38.3 µM] | 17% | 1.6% | -10%[46.1 µM]
> CN1CCN(/C=N/c2c(C#N)cnn2Cc2ccccc2)CC1
    0% | -1% | -1% | -12%[38.3 µM] | 14% | 1.7% | -18%[7.67 µM]
> CC1CCc2c(sc3nc(CSc4ncn[nH]4)[nH]c(=O)c23)C1 (configuration not stated)
    -22% | -8% | nt | nt | 2% | 0.1% | 4%[46.1 µM]
> O=c1[nH]n2c(=O)c3c([nH]c2c1N=Nc1cccc(Cl)c1)CCC3
    ? | 13% | -6% | 30%[activator] | 0% | 0.1% | -35%
> COc1ccc(O)c(-c2cc(-c3cccc(Br)c3)n[nH]2)c1
    4% | -14% | -5% | 7%[38.3 µM] | -7% | 1.9% | -26%[46.1 µM]
> NNC(=O)c1nc(-c2ccccc2)n2c1CCCCC2
    8% | 3%[9.22 µM] | 4% | -3%[38.3 µM] | -9% | 1.3% | -12%[46.1 µM]
> CCN(CCn1cccn1)Cc1nc(-c2ccccc2)no1
    3%[46 µM] | -7%[9.22 µM] | -2% | 2% | 4% | 7.4% | 5%
> CC(C)S(=O)(=O)N1CCCC(C(=O)c2cccc(Cl)c2)C1 (configuration not stated)
    8%[46 µM] | 4%[9.22 µM] | -1% | 6% | 3% | 5.2% | -5%
> CN(C)CCCO/N=C(\c1ccccc1)c1ccncc1
    -9% | 10% | -2% | 28% | 1% | -1.0% | 19%
> O=[N+]([O-])c1cccc(S(=O)(=O)NCC2CCCO2)c1 (configuration not stated)
    2% | 3% | -4% | -1% | -2% | 0.0% | 21%
> CCOC(=O)C1CCCN(c2nnnn2-c2ccccc2)C1 (configuration not stated)
    16% | -8% | -3% | -8%[38.3 µM] | -6% | -0.2% | -8%[46.1 µM]
> Cc1cccc(/C=N/NC(=O)c2cc(-c3cccnc3)nc3ccccc23)c1
    -14%[46 µM] | 12% | -2% | 6% | 6% | -0.3% | -37%
> O=C(NCC12CC3CC(CC(C3)C1)C2)c1cc2n(n1)C(C(F)(F)F)CC(c1ccco1)N2 (configuration not stated)
    ? | ? | -3% | -16%[38.3 µM] | -3% | 5.2% | ?
> Cc1ccc(CN=C(Nc2ccccc2)NC2CCCCC2)cc1
    nt | -14%[9.22 µM] | nt | 12% | 3% | -0.1% | 37%
> COc1ccc(C2(O)CCN(C(=O)c3c(F)cccc3F)CC2)cc1
    0% | -5% | -7% | -17%[38.3 µM] | 5% | -0.2% | 3%[46.1 µM]
> CN1CCN(C(=O)c2cc3nc(-c4ccc(Cl)cc4)cc(C(F)(F)F)n3n2)CC1
    -11% | -10% | -6% | -4%[38.3 µM] | -4% | -2.7% | -1%[46.1 µM]
> O=c1[nH][nH]c(-c2ccccc2)c1C=Nc1ccc(OC(F)(F)F)cc1
    21%[9.22 µM] | -3% | 1% | -5% | -13% | 4.9% | -25%
> O=C(N/N=C/c1cc(Cl)cc([N+](=O)[O-])c1O)c1cc(-c2ccccn2)nc2ccccc12
    nt | -10%[9.22 µM] | nt | nt | -7% | 0.0% | -6%
> Cc1ccc(N=N/C(=C\O)C(=O)c2ccc(Cl)cc2)cc1
    ? | ? | -2% | 22% | ? | 5.4% | 7.9µM*
> CC1(OC(=O)c2ccco2)C(=O)C2=COC(C3CC3)=CC2=C(Br)C1=O (configuration not stated)
    nt | nt | 1% | 6% | -4% | 0.0% | nt
> N/C(Cc1ccc(Cl)c(Cl)c1)=N\OC(=O)c1ccc(Br)o1
    nt | -4%[9.22 µM] | nt | nt | 3% | -3.3% | 16%
> CC(NC(=O)c1ccccc1F)c1nnc(SCC(=O)N2CCN(c3ccccc3)CC2)n1C (configuration not stated)
    nt | 8% | 2% | 2% | 4% | 0.9% | 6%
> CN(C(=O)Cc1ccccc1)n1cnnc1
    0% | -10% | -1% | 2% | 10% | 1.2% | 9%[46.1 µM]
> CC1CN(C(=O)c2ccccc2)OC(c2ccc3c(c2)OCO3)O1 (configuration not stated)
    -5% | 5% | 1% | 4%[38.3 µM] | -3% | -2.6% | -16%[46.1 µM]
> Cc1ccc(/C=c2\sc3nc(-c4ccco4)nn3c2=O)o1
    -3% | 19% | -8% | ? | nt | 0.0% | 4%[46.1 µM]
> N#CCCCSc1nnnn1-c1cccc(Cl)c1
    5% | -16% | 2% | 23%[38.3 µM] | 2% | -2.1% | 2%[46.1 µM]
> COc1ccc(CC(=O)Nc2nncs2)cc1OC
    13% | -18% | -1% | 3%[38.3 µM] | 4% | -2.1% | 5%[46.1 µM]
> COC(=O)N1C(c2ccccc2)=Cc2ccccc2C1CC(C)=O (configuration not stated)
    -6%[9.22 µM] | nt | -7%[7.66 µM] | -4% | -1%[13.1 µM] | nt | nt
> Cc1ccc(C2(c3noc(CN(C)CCCN4CCOCC4)n3)CCCC2)cc1
    6%[46 µM] | 2%[9.22 µM] | 1% | 30%[activator] | -4% | -1.0% | -6%
> CC1CCCC(NC(=O)CSC2CCCCC2)C1C (configuration not stated)
    2%[46 µM] | -5% | 0% | 12% | 11% | -1.6% | -25%

The closing 2 records of the part before are carried over, then new ones follow.
Results follow in this order: LMNA splice mod | HttQ103 aggreg | KinaseGlo FLuc | IMPase Li cell | CBFb-RUNX1 inh | Epigenetic reg | NPSR antagonist
> Cc1ccc(C2(c3noc(CN(C)CCCN4CCOCC4)n3)CCCC2)cc1
    6%[46 µM] | 2%[9.22 µM] | 1% | 30%[activator] | -4% | -1.0% | -6%
> CC1CCCC(NC(=O)CSC2CCCCC2)C1C (configuration not stated)
    2%[46 µM] | -5% | 0% | 12% | 11% | -1.6% | -25%
> O=C(O)c1ccc(-c2cccc([N+](=O)[O-])c2)o1
    nt | 5%[9.22 µM] | nt | nt | -1% | -1.0% | 19%
> COc1ccc(C/C(C)=N\NC(=O)c2cn(C)c3ccccc23)cc1OC
    nt | -11%[9.22 µM] | nt | nt | -1% | -1.2% | 10%
> CCCCn1c(N)c(-c2nc3ccccc3o2)c2c([N+](=O)[O-])nn(CC)c(=O)c21
    ? | 10% | -3% | 0% | -3% | 0.0% | 9%
> CC(=O)Nc1ccc2c(c1)OCCO2
    0% | -9% | -2% | -18%[38.3 µM] | -5% | -1.8% | ?
> O=S(=O)(c1ccc(Br)cc1)n1ccc2ccccc21
    7% | ? | -1% | 28%[38.3 µM] | ? | -2.3% | -15%[46.1 µM]
> CC(C)(C)c1[nH]nc2c1C(Cc1ccccc1)C(C#N)=C(N)O2 (configuration not stated)
    -15% | 1% | 3% | 37%[activator][38.3 µM] | 1% | -1.6% | -13%[46.1 µM]
> O=C(COC(=O)c1ccccc1)Nc1ccccc1Br
    nt | -4% | -1% | -7% | 11% | 4.4% | -10%
> O=c1cc(CSc2nnc(COc3ccccc3)o2)c2ccccc2[nH]1
    -15% | -15% | 2% | 34%[activator][38.3 µM] | 0% | 0.0% | -19%[46.1 µM]
> CCCNC(=O)N1CCC(C(=O)c2cccc(F)c2)CC1
    10% | -5% | -2% | -5%[38.3 µM] | 2% | -0.9% | -10%[46.1 µM]
> CC(C)C(NC(=O)OCc1ccccc1)C(=O)OCC(=O)N1C(C)CCCC1C (configuration not stated)
    9% | 8% | 1% | 3%[38.3 µM] | -2% | 1.2% | -27%[46.1 µM]
> Cc1nn(-c2ccccc2)c(C)c1/C=N/NC(=O)c1ccccc1NS(=O)(=O)c1cccs1
    -9% | -10% | 1% | 17% | -7% | -3.2% | -20%
> Clc1ccc(-c2cnc3ccccc3n2)cc1
    -15% | -35% | -7% | -8% | -2% | -2.2% | -7%
> COC(=O)c1cc2sccc2n1CC(=O)N(C)c1ccccc1
    ? | 18%[9.22 µM] | 2% | 8% | 3% | -1.6% | -4%
> CCOC(=O)CSc1nc2ccc(Nc3nc(N4CCOCC4)nc(N4CCOCC4)n3)cc2s1
    -18% | 14% | 6% | 2% | -6% | 0.0% | ?
> CCCCCCCc1cc2c(cn1)C(=O)C(C)(OC(C)=O)C(O)=C2Cl (configuration not stated)
    nt | nt | -3% | -6% | -6% | 0.0% | nt

Compound activity: PubChem BioAssay, National Center for Advancing Translational Sciences (NCATS)
